HT1080 IDH1KD tx – HT-1080 IDH1 knockdown cell toxicity (counter line); HT-1080 IDH1 knockdown viability, ATP luminescence, 48 h; Potency, µM (top dose mostly 46.1 µM), for the others: top-dose activity, negative = toxicity, actives largely listed as cytotoxic; hit rate 2% among 360,000; AID 686971;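 note: potency is the fitted concentration of half-maximal effect; 0% = DMSO wells and -100% = cell-free medium wells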
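Luminescent ATP read-out (CellTiter-Glo, 10 min at room temperature) after 48 h compound exposure at 37 °C gave viability of IDH1-knockdown HT-1080 cells. Activity was normalised to DMSO and cell-free wells, then fitted as concentration-response curves.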
GLP-1R agonist – activates the human GLP-1 receptor; P43220; HEK293 GLP-1R CRE-luciferase, luminescence, 4-6 h; cells express a hypersensitive GLP-1R form; hit rate 0.007% among 380,000; AID 624172; Potency, µM (top dose mostly 45.6 µM), inactives show at the top dose activation, actives largely listed as activators; note: potency is the fitted concentration of half-maximal effect; % of control where 0% means no effect
Target sequence (P43220 whole entry, looked up): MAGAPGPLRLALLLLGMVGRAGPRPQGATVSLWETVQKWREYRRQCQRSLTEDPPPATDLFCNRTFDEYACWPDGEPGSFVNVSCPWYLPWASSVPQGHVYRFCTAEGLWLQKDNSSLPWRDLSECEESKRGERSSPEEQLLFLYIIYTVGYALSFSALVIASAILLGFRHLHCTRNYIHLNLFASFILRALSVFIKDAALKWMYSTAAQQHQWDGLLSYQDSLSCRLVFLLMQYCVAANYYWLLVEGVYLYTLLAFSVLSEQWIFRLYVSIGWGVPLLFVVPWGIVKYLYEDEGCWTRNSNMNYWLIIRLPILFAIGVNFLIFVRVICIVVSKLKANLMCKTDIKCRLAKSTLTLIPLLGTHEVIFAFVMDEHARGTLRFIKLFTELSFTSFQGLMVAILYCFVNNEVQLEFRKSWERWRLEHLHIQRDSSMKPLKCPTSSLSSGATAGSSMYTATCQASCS
IL1B secr inh – blocks inflammasome-driven IL-1 beta release | hit rate 4.7% among 360,000 | activity change, % at 57.5 µM | AID 743279 | THP-1 LPS/ATP IL-1B secretion, AlphaLISA, 16 h; active compounds read low; in the data active = activity change below about -50%; inconclusive = mostly about -30% to -49%; note: % is set by controls: 0 for no effect and ±100 for the full control effect
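THP-1 cells pretreated 1 hr with compounds (up to 57.5 uM final), then stimulated with LPS (250 ng/mL final) plus ATP (1.25 mM final); secreted IL-1B measured by AlphaLISA after 16 hr, decreased signal indicating inhibition.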
KB-V1 cytotox – KB-V1 MDR subline cytotoxicity | hit rate 3.4% among 400,000 | KB-V1 MDR cells viability, CellTiter-Glo, 72 h | Potency, µM (titrated, usually from 46.1 µM), without a hit: at the top dose activity change, negative = cytotoxicity, hits mostly cytotoxic | AID 1347076; note: potency is the fitted concentration of half-maximal effect; % is set by controls: 0 for no effect and ±100 for the full control effect; nearly all actives have a fitted effect of over 60% in size
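Compound-treated KB-V1 multidrug-resistant cells, 72 h, 37 degrees C; viability by CellTiter-Glo. Fitted qHTS curves give the values.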
D3 ag – agonists of human D3 dopamine receptor; P35462; D3R DiscoveRx beta-arrestin cells, luminescence, 90 min; max activation, %; hit rate 0.58% among 410,000; in the data active = max activation above about 30%; note: 0% is about no effect; mostly tested at two doses, the higher about 12 µM
Target sequence (P35462 whole entry, looked up): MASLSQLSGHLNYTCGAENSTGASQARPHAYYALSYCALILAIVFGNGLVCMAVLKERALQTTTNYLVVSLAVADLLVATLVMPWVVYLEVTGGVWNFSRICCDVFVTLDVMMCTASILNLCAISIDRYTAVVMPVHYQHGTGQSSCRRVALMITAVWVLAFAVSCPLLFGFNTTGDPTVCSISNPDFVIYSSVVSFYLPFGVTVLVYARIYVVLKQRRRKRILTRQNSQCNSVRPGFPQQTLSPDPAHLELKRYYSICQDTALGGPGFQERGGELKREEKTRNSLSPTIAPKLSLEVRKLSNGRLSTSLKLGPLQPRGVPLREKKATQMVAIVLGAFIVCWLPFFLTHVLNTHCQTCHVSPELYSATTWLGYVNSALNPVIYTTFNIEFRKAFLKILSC
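Cells at 1500/well, incubated overnight, then treated with pinned compounds (dopamine as control) for 90 min at 37 degrees C. DiscoveRx reagent added for 30 - 60 minutes at room temperature; luminescence read.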
SW480 rereplic – induces DNA re-replication in SW480 colon adenocarcinoma cells | Potency, µM (titrated, usually from 46.1 µM), inactives show top-dose re-replication activation, usual class: activators | SW480 DNA re-replication, Hoechst DNA content imaging, 48 h | hit rate 1.8% among 340,000 | AID 624297; note: potency is the fitted concentration of half-maximal effect; % of control where 0% means no effect; nearly all actives have a fitted effect of over 55% in size
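Image-based read-out: total Hoechst fluorescence of nuclei (405 nm excitation, 500-530 nm emission), with hits raising the fraction of high-intensity nuclei. SW480 colon cells incubated 48 hr with compounds at 37 C.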
KB-3-1 tox – kills parental KB-3-1 adenocarcinoma cells | KB-3-1 viability, CellTiter-Glo ATP luminescence, 72 h | Potency, µM (top dose mostly 46.1 µM), without a hit: at the top dose activity change, negative = cytotoxic, hits mostly cytotoxic | hit rate 1.4% among 400,000; note: potency is the fitted concentration of half-maximal effect; % is set by controls: 0 for no effect and ±100 for the full control effect; nearly all actives have a fitted effect of over 60% in size
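Parental KB-3-1 adenocarcinoma cells in phenol-red-free DMEM with 10% FBS were pin-treated with compounds at several concentrations, incubated 72 h at 37 °C, and viability read by CellTiter-Glo luminescence; concentration-effect curves were fitted after normalization.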
D3 antag – D3 dopamine receptor (human) antagonism; P35462; D3R cells, DiscoveRx beta-arrestin luminescence, antagonist mode; active compounds read low; max response, negative = inhibition, %; hit rate 2.5% among 360,000; AID 652054; in the data active = max response below about -50%; inconclusive = no clear call, values can overlap the other calls; note: % is set by controls: 0 for no effect and ±100 for the full control effect; mostly tested at two doses, the higher about 12 µM
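Cells expressing the human receptor were seeded at 1500 cells/well, incubated overnight at 37 degrees C in 5% CO2, then exposed to library compounds with dopamine controls for 90 minutes at 37 degrees C before luminescent detection.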
HT1080NT lethal – kills 2HG-producing HT-1080-NT fibrosarcoma cells; Potency, µM (titrated, usually from 46.1 µM), for inactives: at the highest dose activity, negative = less viability, most hits filed as cytotoxic; HT-1080-NT fibrosarcoma viability, CellTiter-Glo ATP luminescence, 48 h; hit rate 1.6% among 360,000; AID 686970;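 note: NT is the 2HG producing partner of a matched IDH1 knockdown line; potency is the fitted concentration of half-maximal effect; 0% = DMSO-treated cells and -100% = media-only wells without cells; nearly all actives have a fitted effect of over 55% in size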
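Compounds were tested in concentration-response format on HT-1080-NT cells for 48 hours at 37 degrees C. Cell viability came from CellTiter-Glo luminescence; curves were classified by r2, response magnitude and activity.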
* marks the source's active call; other numbers are inactive results; ? = inconclusive; . = not tested or not shown; [ ] = dose if it differs, or a comment. Unless noted, calls come from the whole dose curve; as a rule, active = well fitted curve in the direction sought with a large enough effect; inconclusive = small, poorly fitted or top-dose-only effect, or another doubt; inactive = no such curve, though single readings can be large; an effect the other way counts as inactive or inconclusive.

Every second line gives: KB-V1 cytotox | HT1080 IDH1KD tx | HT1080NT lethal | SW480 rereplic | KB-3-1 tox | D3 antag | D3 ag | IL1B secr inh | GLP-1R agonist
- COc1ccc(CN(C)C(=O)C(CCSC)NS(=O)(=O)c2ccc3c(c2)OCCO3)c(OC)c1OC (configuration not stated)
 : -12% | 0% | 1% | -9% | -1% | 35 | 2 | -9 | -6%
- CCOC(=O)C1CCN(CC(=O)Nc2cc(S(=O)(=O)N3CCOCC3)ccc2C)CC1
 : ? | 7% | 9% | 1% | -22% | -24 | -7 | -17 | 4%
- O=C(O)COc1ccccc1/C=N/NC(=O)CSc1nnc(SCc2cccc3ccccc23)s1
 : -1% | 10% | 0% | -19% | -1% | -5 | 3 | 5 | -2%
- Cc1ccc(NC(=O)/C(Cl)=C/c2ccccc2)cc1C
 : ? | 22% | 17% | 7% | 2% | -9 | -4 | 0 | -26%
- COc1cccc(-c2c(NC(=O)c3ccco3)oc3ccccc3c2=O)c1
 : -12% | -4% | -4% | ? | 0% | -19 | -56 | -18 | -5%
- Cc1ccc(C(C[N+](=O)[O-])n2nc(C)cc2C)cc1 (configuration not stated)
 : -16% | 1% | 4% | ? | -4% | 4 | 7 | -1 | -11%
- CC1=NC(=O)C(N=Nc2cccc(C(=O)O)c2)N1c1ccccc1 (configuration not stated)
 : -14% | -4% | -3%[9.24 µM] | 2% | -3% | ? | -5 | 13 | -24%
- Nc1cc(=O)[nH]n1C1CCCC1
 : 29% | 9% | 7% | ? | 4% | -9 | 19 | 27 | 12%
- COc1cc(C2CC(=O)Oc3c2c(=O)n(C)c2ccccc32)cc(OC)c1OC (configuration not stated)
 : 3% | 8% | 3% | -32% | 3% | -4 | -3 | -5 | -2%
- CCCCc1c(O)nc2ccccn2c1=O
 : 1% | 0% | 5% | -7% | 3% | -3 | 3 | 23 | 4%
- CC(NCCCOc1cccc2ccccc12)c1ccccc1 (configuration not stated)
 : -5% | ? | ? | 11% | 0% | -16 | 0 | -74* | -1%
- CCN(CC)CCNc1nc2c(c(=O)[nH]c(=O)n2C)n1CC(O)COc1ccc(Cl)cc1Cl (configuration not stated)
 : 16% | -2% | -5% | -11% | 3% | 12 | 3 | 0 | -15%
- O=C(CCCn1c(=O)[nH]c2ccsc2c1=O)NCc1cccs1
 : -1% | 11% | 5% | -4% | -7% | 15 | -1 | 0 | 1%
- O=C1NCC(c2ccccc2)C1C(=O)N/N=C/c1ccc(Cl)s1 (configuration not stated)
 : 14% | 0% | -3% | 8% | -3% | -9 | 1 | -18 | 9%
- CCCCOC(=O)CCc1c(C)n[nH]c1C
 : -4% | 24% | 9% | -7% | 0% | -10 | 7 | . | 4%
- Cn1c(CNC(=O)c2ccccc2F)nnc1SCC(=O)c1ccccc1
 : 14% | 0% | 1% | -3% | 4% | -21 | -17 | -5 | -7%
- O=C1NC[C@@H](Cc2ccc(O)cc2)N(CC2CCCCC2)C1=O
 : ? | 15% | 13% | -1% | 23% | 76 | 5 | 8 | 0%
- Cc1oc(-c2ccccc2)cc1C(=O)NC1CCN(Cc2ccccc2)CC1
 : -7% | 12% | 13% | -12% | 0% | -82* | -46 | -22 | 11%
- CCN1C(Nc2ccccc2)=NC[C@@H]1Cc1ccccc1
 : ? | 10% | 10% | -4% | 22% | -10 | 6 | -2 | -2%
- CC1Oc2ccccc2OC1C(=O)Nc1ccccn1 (configuration not stated)
 : 0% | -12% | 0% | -1%[9.22 µM] | 0% | ? | -8 | 34 | 2%
- Cc1cc(-c2n[nH]c(=S)n2Cc2ccco2)nn1C
 : ? | 8% | 3% | 2% | 3% | ? | -7 | 15 | -1%
- CCCCOP(=O)(c1ccc(N(C)C)cc1)C(O)c1ccncc1 (configuration not stated)
 : 19% | 18% | 16% | -27% | 5% | -15 | -5 | 21 | -12%
- CCC(=O)NC1=C(NC(C)c2ccccc2)C(=O)c2ccccc2C1=O (configuration not stated)
 : ? | -1% | -9% | -1% | -7% | -16 | 1 | 18 | -5%
- O=C(COc1cc(O)c2c(=O)c3ccccc3oc2c1)OCc1ccccc1
 : 11% | 11% | 7% | -4% | -1% | 8 | 11 | 6 | 3%
- COC(=O)C1CCN(C(=O)C2CCN(C(=O)[C@@H](NS(=O)(=O)c3ccc(C)cc3)C(C)C)CC2)CC1
 : -13% | -3% | -1% | -1% | 1% | 14 | 1 | 3 | -4%
- COc1ccc(-c2nn(-c3ccccc3)cc2C(=O)O)cc1OC
 : 2% | 8%[9.24 µM] | 7% | -3% | -6% | 5 | 6 | 24 | 0%
- COc1ccc(/C=N/n2cnc3scc(-c4cccs4)c3c2=O)cc1OC
 : -3% | 20% | 8% | 0% | -6% | 31 | 1 | 8 | -6%
- CCOC(=O)c1c(C)[nH]c(C(=O)CN2C(=O)NC(C)(c3ccc4ccccc4c3)C2=O)c1C (configuration not stated)
 : 10µM* | ? | ? | 13% | 2% | 13 | 5 | -26 | -3%
- CN(C)c1ccc(/C=N/NC(=O)C2COc3ccccc3O2)o1 (configuration not stated)
 : 2% | -4% | ? | 6% | -1% | -6 | 0 | 25 | 0%
- Cc1ccc(S(=O)(=O)N2CCc3cc4c(cc3C2C)OCCCO4)cc1 (configuration not stated)
 : 0% | -7% | ? | 0% | -9% | -18 | -11 | -14 | 6%

Laid out differently: entries from further up.
smiles | KB-V1 cytotox | HT1080 IDH1KD tx | HT1080NT lethal | SW480 rereplic | KB-3-1 tox | D3 antag | D3 ag | IL1B secr inh | GLP-1R agonist
COc1ccc(CN(C)C(=O)C(CCSC)NS(=O)(=O)c2ccc3c(c2)OCCO3)c(OC)c1OC (configuration not stated) | -12% | 0% | 1% | -9% | -1% | 35 | 2 | -9 | -6%
CCOC(=O)C1CCN(CC(=O)Nc2cc(S(=O)(=O)N3CCOCC3)ccc2C)CC1 | ? | 7% | 9% | 1% | -22% | -24 | -7 | -17 | 4%
O=C(O)COc1ccccc1/C=N/NC(=O)CSc1nnc(SCc2cccc3ccccc23)s1 | -1% | 10% | 0% | -19% | -1% | -5 | 3 | 5 | -2%
Cc1ccc(NC(=O)/C(Cl)=C/c2ccccc2)cc1C | ? | 22% | 17% | 7% | 2% | -9 | -4 | 0 | -26%
COc1cccc(-c2c(NC(=O)c3ccco3)oc3ccccc3c2=O)c1 | -12% | -4% | -4% | ? | 0% | -19 | -56 | -18 | -5%
Cc1ccc(C(C[N+](=O)[O-])n2nc(C)cc2C)cc1 (configuration not stated) | -16% | 1% | 4% | ? | -4% | 4 | 7 | -1 | -11%
CC1=NC(=O)C(N=Nc2cccc(C(=O)O)c2)N1c1ccccc1 (configuration not stated) | -14% | -4% | -3%[9.24 µM] | 2% | -3% | ? | -5 | 13 | -24%
Nc1cc(=O)[nH]n1C1CCCC1 | 29% | 9% | 7% | ? | 4% | -9 | 19 | 27 | 12%
COc1cc(C2CC(=O)Oc3c2c(=O)n(C)c2ccccc32)cc(OC)c1OC (configuration not stated) | 3% | 8% | 3% | -32% | 3% | -4 | -3 | -5 | -2%
CCCCc1c(O)nc2ccccn2c1=O | 1% | 0% | 5% | -7% | 3% | -3 | 3 | 23 | 4%

Continuation:
Every second line gives: KB-V1 cytotox | HT1080 IDH1KD tx | HT1080NT lethal | SW480 rereplic | KB-3-1 tox | D3 antag | D3 ag | IL1B secr inh | GLP-1R agonist
- NC(=O)c1ccc(NC(=O)COC(=O)CCN2C(=O)c3ccccc3C2=O)cc1
 : 7% | 10% | 6% | -4% | -3% | 30 | 2 | 4 | -18%
- Cc1ccc(-n2nnc3c(=O)n(CC(=O)OCc4ccccc4)cnc32)cc1
 : 4% | 3% | 2% | 3% | 14% | -9 | -4 | 10 | -4%
- COc1ccccc1NC(=O)C1CCCN1S(=O)(=O)c1ccc(Cl)cc1 (configuration not stated)
 : ? | -2% | -2% | 12% | ? | 13 | -5 | 26 | 4%
- COc1ccc(OC)c(-c2cc(C(=O)Nc3cccc(Cl)c3)no2)c1
 : ? | 0% | 16% | -9% | -11% | -24 | -59 | 30 | 6%
- CCOC(=O)C1CCN(C(=O)COC(=O)/C=C/c2ccc([N+](=O)[O-])cc2)CC1
 : 5% | 0% | -24% | -10% | -9% | -11 | 1 | -1 | -5%
- Cc1nnc(N2C(=O)C(O)=C(C(=O)c3ccco3)C2c2ccc(C(C)C)cc2)s1 (configuration not stated)
 : 57% | 6% | 1% | -389%[inhibitor] | -6% | -10 | 2 | 41 | -8%
- O=C(CSc1oc(-c2ccccc2)nc1S(=O)(=O)c1ccc(F)cc1)NCC1CCCO1 (configuration not stated)
 : -9% | 2% | 15% | 2% | 2% | 15 | 1 | -10 | 2%
- COc1cc(/C=N/NC(=O)CNC(=O)c2ccncc2)ccc1O
 : 0% | 14% | 5% | ? | 15% | 16 | 1 | 11 | -1%
- O=C(COC(=O)Cn1cnc2ccccc21)NCCc1ccc(Cl)cc1
 : ? | 11% | 6% | -6% | 16% | 6 | 6 | -21 | 4%
- Cc1cc(C)c(S(=O)(=O)c2ccc(F)cc2C)c(Cl)n1
 : 5% | 3% | 0% | -2% | -1% | 20 | 0 | 19 | -2%
- CN(C(=O)C1CCOC1)c1nnc(C2CCOC2)s1 (configuration not stated)
 : 16% | 5% | 14% | 0% | 4% | -4 | 11 | 19 | -8%
- CCC(C)(C(=O)NC1CCCCC1)N(C(=O)c1ccccn1)c1ccccc1 (configuration not stated)
 : ? | -1% | 1% | 10% | 4% | 25 | 0 | -4 | -5%
- Cc1ccc(N(CC(=O)NC2CCCCC2)C(=O)CCCC(=O)Nc2ccccn2)c(C)c1
 : ? | 1% | 2% | 0% | 2% | 5 | 4 | -10 | 2%
- CCC(=O)Nc1cccc(-c2cn3ccccc3n2)c1
 : 0% | ? | ? | -9% | 29% | -17 | 2 | 9 | 1%
- CCc1cc2c3c(c1)/C(=C1/SC(N)=NC1=O)C(=O)N3C(C)(C)C=C2C
 : -1% | 13% | 17% | -7% | -7% | 9 | 3 | 1 | 3%
- COc1ccc(C(F)(F)F)cc1NC(=O)c1nc2nc(C)cc(C(F)F)n2n1
 : -16% | 0%[9.24 µM] | 12% | -12% | 10% | 20 | 6 | -10 | -8%
